Screens: PubChem BioAssay, National Center for Advancing Translational Sciences (NCATS)
ELG1 genotox: genotoxicity induction in ELG1-luciferase HEK293T cells. Potency, µM (series often up to 46 µM), without a hit: top-dose activity change, positive = activation, hits mostly activators. 330,000 tested, 1.3% active. HEK293T ELG1-luciferase reporter, luminescence, 16 h; further: potency means the concentration at half of the fitted maximal effect; % of control where 0% means no effect; nearly all actives have a fitted effect of over 60% in size
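Step 1: seed 2,000 HEK293T ELG1-luciferase cells per well. Step 2: add compound or DMSO, incubate 16 hr at 37 °C. Step 3: ONE-Glo, 30 min at room temperature, read luminescence.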
TRPV1 agonist: activates the human vanilloid receptor TRPV1. TRPV1-expressing cells, Fluo-8 calcium influx, agonist mode. 320,000 tested, 0.19% active. activation, % at 8.33 µM. Q8NER1; in the data active means activation above about 80%; inconclusive means between about 30% and that limit; further: 0% is about no effect
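TRPV1-expressing cells were cultured overnight at 35.5C and loaded with Fluo-8 calcium dye for 40 to 90 min at room temperature. After a 10 s baseline, compound was added and calcium influx was read kinetically for 3 min (ex 480/em 520 nm).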
USP2a block: USP2a (human) protease inhibition. USP2 core, Ub-CHOP2 coupled fluorogenic reporter, 485/531. 330,000 tested, 0.01% active. Potency, µM (series often up to 38.3 µM), without a hit: top-dose activity change, negative = inhibition, hits mostly inhibitors. AID 463254;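 further: potency means the concentration at half of the fitted maximal effect; plate controls were DMSO wells for no effect and full inhibition by NEM control for full effect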
Target sequence (O75604 whole entry, looked up): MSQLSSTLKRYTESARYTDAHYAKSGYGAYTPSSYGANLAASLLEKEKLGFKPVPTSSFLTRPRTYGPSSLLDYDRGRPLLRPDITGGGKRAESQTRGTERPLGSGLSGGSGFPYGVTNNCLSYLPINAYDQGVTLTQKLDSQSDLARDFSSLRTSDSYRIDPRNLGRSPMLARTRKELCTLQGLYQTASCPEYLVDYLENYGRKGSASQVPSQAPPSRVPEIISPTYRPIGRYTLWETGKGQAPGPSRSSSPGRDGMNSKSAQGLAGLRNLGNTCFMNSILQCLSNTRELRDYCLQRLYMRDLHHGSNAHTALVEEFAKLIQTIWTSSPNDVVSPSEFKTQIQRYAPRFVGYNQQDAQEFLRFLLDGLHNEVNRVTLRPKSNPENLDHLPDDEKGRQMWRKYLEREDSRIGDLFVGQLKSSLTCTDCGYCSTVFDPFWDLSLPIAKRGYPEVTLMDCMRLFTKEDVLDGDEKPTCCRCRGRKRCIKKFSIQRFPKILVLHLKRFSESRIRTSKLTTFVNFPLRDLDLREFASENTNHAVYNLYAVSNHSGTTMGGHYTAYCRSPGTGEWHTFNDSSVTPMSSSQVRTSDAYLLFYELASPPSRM
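USP2 core (10nM final) preincubated 30min RT with compound in 20mM Tris-HCl pH 8.0, 2mM CaCl2, 2mM beta-mercaptoethanol, 0.05% CHAPS; 25nM Ub-CHOP2 plus 25nM reporter substrate added, fluorescence (Ex485/Em531) read after 60min.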
BRCA1 expr up: activators of BRCA1 expression; MCF7-BRCA1-FFLuc reporter, luminescence, 48 h; response scale: scaled: vehicle 0%, 10 µM genistein 100%; Potency, µM (titrated, usually from 46.1 µM), without a hit: at the top dose activation, hits mostly activators; 380,000 tested, 1.1% active; AID 624202; further: potency means the concentration at half of the fitted maximal effect; nearly all actives have a fitted effect of over 80% in size; some results filed as inactive show a strong effect at the top dose
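Cells: MCF7-BRCA1-FFLuc, 2000/well. Exposure: 48 h, 37 °C, 5% CO2. Read: luminescence, 15 min post-substrate. Controls: genistein 10 microM (maximal activation), DMSO (neutral).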
S-ASM inh: blocks human secretory acid sphingomyelinase; 340,000 tested, 0.006% active; P17405; placental ASM, HMU-PC fluorogenic substrate, 60 min; AID 504937; Potency, µM (top dose mostly 57.5 µM), for the others: at the top dose activity change, negative = inhibition, most hits filed as inhibitors; further: potency means the concentration at half of the fitted maximal effect
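HMU-PC0 cleavage (9 uM final) by human placental ASM, 60 min at 37 °C following 10 min compound exposure at RT; stopped at pH 10, fluorescence Ex 386/Em 447 nm.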
p53 reactivator: restores transcriptional activity of mutant p53; 320,000 tested, 0.063% active; Potency, µM (top dose mostly 92.2 µM), for the others: at the highest dose activity change, positive = activation, most hits filed as activators; H1299 p53-A138V BP100-luciferase reporter, luminescence, 24 h; AID 504706; further: potency means the concentration at half of the fitted maximal effect; % of control where 0% means no effect; nearly all actives have a fitted effect of over 45% in size
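H1299 (p53-null), stable ts p53-A138V + BP100-Luc; 1000 cells/well, Opti-MEM/10% FBS; cpd 4 pt, 1:5; 24 h, 37 deg C, 5% CO2; detection reagent 10 min RT; luminescence.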
TSG101-PTAP inh: blocks PTAP/TSG101 interaction to inhibit HIV-1 budding; Fluorescence polarization, FITC-PTAP peptide / Tsg101 binding; Potency, µM (highest dose often 115 µM), without a hit: top-dose activity change, negative = inhibition, actives largely listed as inhibitors; Q99816; 340,000 tested, under 10 active; active means well fitted inhibition curve with a large enough effect in the main read-out, with a control signal flat, not every such curve was filed as active; inconclusive means small, poorly fitted or top-dose-only effect, or effect the other way, or a change in a side signal; inactive means no such curve, though single readings can be large or run the other way; further: potency means the concentration at half of the fitted maximal effect; % of control where 0% means no effect
Target sequence (Q99816 whole entry, looked up): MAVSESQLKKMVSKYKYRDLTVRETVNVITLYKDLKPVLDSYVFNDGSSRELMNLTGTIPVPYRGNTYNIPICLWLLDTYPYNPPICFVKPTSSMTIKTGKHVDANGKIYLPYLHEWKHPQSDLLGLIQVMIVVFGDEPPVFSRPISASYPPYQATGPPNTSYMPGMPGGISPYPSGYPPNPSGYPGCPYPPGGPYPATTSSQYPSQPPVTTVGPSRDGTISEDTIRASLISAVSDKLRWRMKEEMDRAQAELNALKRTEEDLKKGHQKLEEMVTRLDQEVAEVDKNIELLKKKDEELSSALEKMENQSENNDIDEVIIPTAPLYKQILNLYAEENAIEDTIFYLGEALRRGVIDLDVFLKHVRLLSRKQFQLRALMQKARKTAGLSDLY
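Fluorescence anisotropy tracks displacement of a FITC-tagged PTAP peptide (50 nM) from the Tsg101 binding domain (10 uM), following a 20 min room-temperature incubation at pH 7.5.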
uPA surface inh: cell surface uPA generation inhibition | cell surface uPA generation assay, qHTS | Potency, µM (doses to about 38.3 µM), for the others: at the highest dose activity change, negative = inhibition, hits mostly inhibitors | 330,000 tested, 0.31% active | AID 540303; active means well fitted inhibition curve with a large enough effect; inconclusive means small, poorly fitted or top-dose-only effect; inactive means no such curve, though single readings can be large or run the other way; tested in mouse RAW 264.7 cells; further: potency means the concentration at half of the fitted maximal effect; on the % scale 0 is the no-effect control and ±100 the full control effect; nearly all actives have a fitted effect of over 55% in size
Eya2 phos inh: Eya2 (human) phosphatase inhibition; O00167; recombinant Eya2, OMFP fluorescence dephosphorylation (OMFP is methylfluorescein phosphate); 330,000 tested, 0.006% active; AID 488837; Potency, µM (series often up to 76.9 µM), inactives show top-dose activity, negative = inhibition, hits mostly inhibitors; further: potency means the concentration at half of the fitted maximal effect; on the % scale 0 is the no-effect control and ±100 the full control effect
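Eya2 protein (added as 0.2 uM solution) was preincubated with compound for 10 min at ambient temperature in 50 mM HEPES pH 7.5, 50 mM NaCl, 5 uM MgCl2, 0.05% BSA, 1 mM DTT. OMFP (added at 50 uM) then reacted 10 min; fluorescence read at 485/525 nm.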
a7 integrin act: activators of alpha7 integrin expression for muscular dystrophy. Potency, µM (doses to about 38.3 µM), for inactives: top-dose activation, usual class: activators. 350,000 tested, 0.064% active. alpha7betagal myoblasts, beta-gal FDG fluorescence, 48 h. AID 624291;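 further: potency means the concentration at half of the fitted maximal effect; 100% = response of the positive control SU9516; nearly all actives have a fitted effect of over 60% in size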
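alpha7betagal+/- myoblasts (passage 13, 250/well) treated 48 h at 37C with compounds at 1:260 dilution of DMSO stock. Lysed, then beta-galactosidase activity read as FDG fluorescence (ex 480/em 540) after 30 min, with pre-read for autofluorescence.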
B2AR arrestin: beta2AR (human) beta-arrestin recruitment activity; Potency, µM (top dose mostly 46.1 µM), inactives show at the highest dose activation, usual class: activators; 330,000 tested, 0.02% active; P07550; beta-arrestin recruitment to beta2AR, cell-based reporter; AID 492947;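 further: potency means the concentration at half of the fitted maximal effect; 0% = DMSO controls and full agonism = EC100 isoproterenol or metaproterenol; nearly all actives have a fitted effect of over 65% in size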
* hit, by the source's call; u = inconclusive; x = no result given; [ ] = remark or other dose. Unless noted, the call rests on the fitted dose curve; in most records, active means well fitted curve in the direction sought with a large enough effect; inconclusive means small, poorly fitted or top-dose-only effect, or another doubt; inactive means no such curve, though single readings can be large; an effect the other way counts as inactive or inconclusive. Rows are unselected. About 2.6% of those tested had a hit in this group.

SMILES	ELG1 genotox	TRPV1 agonist	USP2a block	BRCA1 expr up	S-ASM inh	p53 reactivator	TSG101-PTAP inh	uPA surface inh	Eya2 phos inh	a7 integrin act	B2AR arrestin
Cc1cc(NC(=O)COC(=O)COc2ccc(Cl)cc2C)c([N+](=O)[O-])cc1C	3%	-7	1%	26%	-7%	-6%	1%	0%	-3%	-13%	-0.2%
CCN(CC)c1ccc(NC(=O)COc2ccc(N(C)S(=O)(=O)c3cccs3)cc2)cc1	-3%	2	-8%	-24%	-2%	1%	0%	3%	12%	0%	-0.1%
COC(=O)c1ccc2c(=O)n(CC3CCCO3)c(SCC(=O)Nc3ccc(OC)cc3OC)nc2c1 (stereo unspecified)	0%	-4	7%	8%	-13%	0%	-9%	1%	12%	-4%	-0.7%
CN(Cc1ccccc1)S(=O)(=O)c1ccc(Cl)c(C(=O)N2CCC(C(N)=O)CC2)c1	-2%	x	-9%	-14%	3%	1%	-5%	-2%	-4%	32%	-1.8%
O=C(O)C1CC=CCC1C(=O)N1CCc2ccccc21 (stereo unspecified)	-1%	-1	1%	32%	3%	-10%	-5%	2%	4%	-11%	-0.6%
Cc1cc(C)cc(OCC(O)CN2CCN(Cc3ccc4c(c3)OCO4)CC2)c1 (stereo unspecified)	-3%	3	0%	-34%	-1%	16%	-3%	0%	-9%	-39%	0.0%
COc1ccc2nc(N3C(=O)CNC3=S)sc2c1	21µM*	-3	-1%	0%	-2%	4%	-4%	-3%	9%	-7%	5.2%
[N-]=[N+]=CC(=O)CCCN1C(=O)c2ccccc2C1=O	4%	1	3%	-23%	3%	0%	-3%	4%	15%	-17%	-0.2%
O=[N+]([O-])c1cc(C(F)(F)F)ccc1NC1CCN(Cc2ccccc2)C1 (stereo unspecified)	-2%	2	1%	-9%	-3%	10%	-11%	-4%	2%	-50%[inhibitor]	0.2%
c1csc(C2=NNC(=NC3CCCCC3)SC2)c1	u	8	0%	u	0%	u	1%	-7%	0%	5%	0.4%
NC1=NC(c2cccc(Cl)c2)N(CCc2ccc(F)cc2)C(N)=N1 (stereo unspecified)	-9%	-3	3%	-32%	1%	-4%	0%	2%	5%	u	-0.9%
Cc1cc(C(=O)COC(=O)CNS(=O)(=O)c2ccc3ccccc3c2)c(C)n1-c1ccccc1	9%	1	-4%	6%	-4%	5%	0%	1%	-5%	3%	0.2%
CC(=O)Nc1cccc(N2CCCC2=O)c1	0%	1	1%	1%	3%	8%	3%	x	15%	7%	-1.0%
CC(C)Oc1ccc(C2CCC(=O)NC2=O)cc1 (stereo unspecified)	1%	0	5%	-9%	3%	-4%	-7%	-3%	7%	6%	0.5%
CCn1c(SCC(=O)NCC(=O)Nc2ccc(F)cc2)nnc1-c1cccs1	1%	0	0%	6%	-2%	0%	0%	5%	-1%	2%	-0.2%
COc1cc(/C=C2/C(=O)NN(c3cccc(Cl)c3)C2=O)cc(OC)c1O	9%	3	0%	0%	-8%	x	36%[activator]	-6%	5%	-6%	-0.1%
CCN1C(=O)CC(N2CCN(c3ccc(C(=O)c4ccccc4)cc3)CC2)C1=O (stereo unspecified)	x	-2	x	11µM*	-2%	x	6%	-7%	x	u	x
Cc1cc(C)c(NS(=O)(=O)c2ccc(NC(=O)CCC(=O)O)cc2)c(C)c1	0%	-9	3%	0%	3%	-1%	-2%	0%	1%	3%	-1.1%
O=C(O)c1ccccc1OCc1ccccc1Br	-4%	3	0%	u	5%	-4%	-4%	1%	1%	2%	0.3%
O=C(NCc1nc(-c2ccccc2)no1)c1ccc(Br)o1	-3%	4	0%	4%	-2%	-5%	-2%	-7%	-17%	-12%	-1.0%
O=C(Nc1cc(S(=O)(=O)N2CCOCC2)ccc1Cl)c1cc2ccccc2o1	-1%	u	4%	-23%	-2%	8%	-3%	-2%	-1%	15%	-0.1%
CC(C)Nc1ccc(Cl)cc1[N+](=O)[O-]	1%	-6	-1%	x	x	0%	x	x	-2%	x	-0.6%
COC(=O)c1ccc([C@H](NC(=O)c2ccco2)[C@]2(C)C[C@H]2C2CCCCC2)cc1	x	x	x	8%	-2%	x	-1%	-7%	x	-4%	x
COc1ccc(CSCC(=O)N/N=C/c2ccc(OCC(=O)N3CCCCC3)cc2)cc1	-1%	3	-1%	21%	2%	-11%	-7%	-10%	9%	-9%	-0.2%
COc1ccc(-n2c(CN3CCN(C)CC3)nc3ccc([N+](=O)[O-])cc3c2=O)c(OC)c1	3%	-3	1%	1%	1%	3%	-1%	3%	9%	-2%	0.1%
NC(=O)CSc1nnc(-c2ccc([N+](=O)[O-])cc2)o1	4%	-1	-1%	60%	0%	12%	-4%	0%	2%	6%	-0.3%
CCOc1ccc(S(=O)(=O)N2CCC(C(=O)NCc3ccccn3)CC2)cc1Cl	0%	0	0%	-8%	2%	-10%	-8%	-3%	-3%	0%	0.4%
O=C(Nc1ccncc1)Nc1ccncc1	7%	2	2%	57%	1%	-1%	-7%	3%	9%	-9%	3.5%
CCOC(=O)CSc1nc2cc(S(=O)(=O)N3CCOCC3)ccc2n1CC	1%	14	-1%	-9%	-1%	0%	0%	0%	-9%	1%	0.1%
C/C(=N\N=C1\NC(=O)C(CC(=O)Nc2ccc(Cl)cc2)S1)c1ccco1 (stereo unspecified)	1%	10	3%	-48%	-4%	2%	-3%	0%	-20%	-11%	-0.1%
CCCCN(C)CCNC(=O)CN1C(=O)CSc2ccc(S(=O)(=O)N3CCOCC3)cc21	2%	-3	-2%	-3%	-1%	0%	-1%	0%	7%	24%	0.0%
Cc1ccc(S(=O)(=O)C2(C(=O)N3CCN(c4cc(C)ccc4C)CC3)CC2)cc1	-11%	u	1%	-31%	1%	-5%	-4%	4%	5%	0%	0.2%
COC(=O)[C@@H](NCc1cccc(CN[C@H](C(=O)OC)c2ccccc2)c1)c1ccccc1	0%	2	1%	-8%	-2%	8%	-4%	2%	-4%	2%	-0.2%
COc1ccc(NS(=O)(=O)c2cc(NC(=O)c3ccc(=O)[nH]c3)ccc2N2CCOCC2)cc1	2%	-1	1%	-27%	0%	-5%	0%	-1%	-18%	11%	0.1%
CCOC(=O)C1C(C(=O)OC)=C(c2ccc(OC)cc2)c2ccccc2N1S(=O)(=O)C(F)(F)F (stereo unspecified)	-4%	x	3%	-6%	2%	-12%	-6%	3%	-10%	-14%	-0.4%
O=C(NC1CCCC1)C(c1ccncc1)N(C(=O)c1csnn1)c1cccc(F)c1 (stereo unspecified)	0%	2	1%	-8%	0%	0%	-2%	-2%	12%	-21%	-0.4%
N[C@@H](Cc1ccccc1)c1nnc(SCc2ccccc2F)o1	17%	5	3%	11%	1%	6%	0%	2%	1%	-9%	-0.2%
COc1ccc(/C=C/C(=O)NC(=S)Nc2ccc(S(=O)(=O)Nc3ccc(OC)nn3)cc2)cc1	-4%	-4	2%	-23%	-8%	-1%	-2%	-13%	-15%	15%	0.1%
Cc1ccccc1N1CCN(C(=S)c2ccc(-c3ccc([N+](=O)[O-])cc3)o2)CC1	-6%	2	-7%	-42%	-8%	0%	0%	7%	9%	2%	0.3%
Cc1c(C(=O)N2CCN(c3ccccc3)CC2)sc2ncnc(N3CCN(c4ccccn4)CC3)c12	-28%	-1	7%	4%	-4%	-7%	-1%	-2%	-3%	-13%	0.4%
CCOc1ccccc1NC(=O)COC(=O)C(Cc1ccccc1)NC(=O)c1ccco1 (stereo unspecified)	-1%	7	2%	4%	-7%	7%	0%	2%	-1%	20%	0.0%
O=S(=O)(Nc1ccon1)c1ccc(Br)s1	2%	2	0%	-32%	2%	12%	5%	11%	-4%	-40%	-0.3%
Cc1cc(C(=O)N/N=C/c2c[nH]c3ccccc23)c(C)o1	11%	-2	0%	-38%	-1%	23%	1%	-8%	-5%	u	-0.1%
CCCCN1C(=O)C(O)(CC(=O)c2c(C)n[nH]c2C)c2cc(Br)ccc21 (stereo unspecified)	1%	3	3%	1%	-1%	-8%	-3%	4%	-31%	-16%[7.66 µM]	-0.3%
CN(CCOCCOc1ccc(Cl)cc1Br)Cc1ccccc1	-10%	1	-3%	-36%	-1%	-5%	-5%	9%	3%	-37%	-1.5%
Cn1cncc1COC(=O)c1ccc(Cl)cc1	-3%	1	1%	15%	4%	-1%	-3%	1%	0%	5%	0.6%
